MEP2-GFP yeast – modulators of MEP2-GFP levels in yeast, primary screen, S. cerevisiae, multiplex flow cytometry, MLPCN library; S. cerevisiae MEP2-GFP strain, 3 h; 100% = DMSO control level; GFP response vs DMSO, % at 10 µM; actives 0.51% (n = 330,000); AID 2016, 2009;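 active = GFP response versus DMSO above a set limit, roughly screen mean plus 3 SD, cut at about 180% in these data; inconclusive = fewer than 70 cells counted for a yeast strain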;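 also: median GFP fluorescence of the barcode-gated MEP2-GFP cells per well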
AGP1-GFP MLPCN – modulators of AGP1-GFP expression in yeast TOR pathway, primary screen, cell-based, multiplex flow cytometry, S. cerevisiae, MLPCN library. actives 0.02% (n = 320,000). 3 h; GFP as percent of DMSO wells. AID 2066, 2009. GFP response vs DMSO, % at 10 µM;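 active = GFP response relative to DMSO above a set limit, near screen average plus 3 SD, cut at about 150% in these data; inconclusive = fewer than 70 cells counted for the yeast strain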;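 also: median GFP channel fluorescence of the gated AGP1 strain per well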
proCasp7 act – procaspase-7 activators, primary screen, counter-screen for procaspase-3 activator project, biochemical, absorbance, HTS, human; recombinant procaspase-7, Ac-DEVD-pNA absorbance 405 nm; D23A/D198A/D206A triple mutant, cannot self-cleave; scale: DMSO 0, 5 µM enzyme 100; actives 0.093% (n = 330,000); Caspase-7 (Homo sapiens), P55210; activation, % at 8.5 µM;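 active = percent activation above the screen-wide mean plus 3 SD, cut at about 25% in these data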
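Assay system: Uncleavable procaspase-7 mutant enzyme | Input: 2 µM procaspase-7 mutant as dispensed | Timing: 1 h compound preincubation, 2 h substrate cleavage, 25 °C | Repeats: One well per compound | Control set: DMSO wells as 0%, DMSO with 5 µM added PC-7 as 100% | Technique: Epi-absorbance of released pNA at 405 nm, two timepoints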
AHR activator – AHR activators, primary screen, cell-based, luminescence, luciferase reporter, human; AHR-responsive luciferase reporter cells; activation, % at 5 µM; actives 2.5% (n = 320,000); AID 2796, 2010; in the data active = activation above about 47%;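 also: 0% = vehicle wells and 100% = reference agonist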
Target sequence (P35869 whole entry, looked up): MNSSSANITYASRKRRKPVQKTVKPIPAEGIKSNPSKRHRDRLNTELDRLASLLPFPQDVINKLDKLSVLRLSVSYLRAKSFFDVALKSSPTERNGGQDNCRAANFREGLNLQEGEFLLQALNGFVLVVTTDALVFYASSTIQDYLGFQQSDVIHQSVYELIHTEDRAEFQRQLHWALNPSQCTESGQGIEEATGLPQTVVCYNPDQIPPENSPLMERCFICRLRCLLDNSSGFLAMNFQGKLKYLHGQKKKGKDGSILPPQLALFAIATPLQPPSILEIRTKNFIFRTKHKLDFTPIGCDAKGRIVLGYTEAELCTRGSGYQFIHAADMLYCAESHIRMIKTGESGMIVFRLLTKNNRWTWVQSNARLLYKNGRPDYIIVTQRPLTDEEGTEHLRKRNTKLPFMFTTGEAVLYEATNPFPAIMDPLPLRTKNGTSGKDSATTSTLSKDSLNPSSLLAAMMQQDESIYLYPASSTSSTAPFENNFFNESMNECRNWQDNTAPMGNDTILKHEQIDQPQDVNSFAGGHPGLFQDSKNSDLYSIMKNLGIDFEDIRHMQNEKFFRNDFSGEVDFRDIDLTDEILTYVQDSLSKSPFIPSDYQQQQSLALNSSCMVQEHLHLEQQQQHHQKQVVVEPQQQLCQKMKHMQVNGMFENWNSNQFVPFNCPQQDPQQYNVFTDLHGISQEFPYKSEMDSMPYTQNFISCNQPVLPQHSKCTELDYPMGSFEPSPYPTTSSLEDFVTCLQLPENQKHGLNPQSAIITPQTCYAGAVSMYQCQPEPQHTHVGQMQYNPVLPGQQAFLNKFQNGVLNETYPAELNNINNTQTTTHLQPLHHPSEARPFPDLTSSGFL
procasp3 activ – activators of human procaspase-3 D3A mutant, primary screen, biochemical, absorbance, PC-3 D3A mutant, single concentration | Caspase-3 (Homo sapiens), P42574 | actives 0.11% (n = 330,000) | activation, % at 8.5 µM | recombinant procaspase-3 D3A, Ac-DEVD-pNA absorbance 405 nm;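 active = activation above the mean of all tested compounds plus 3 SD, cut at about 21% in these data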;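 also: 0% = DMSO alone and 100% = DMSO wells spiked with extra 5 µM PC-3 D3A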
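Test system: Procaspase-3 D3A mutant; medium: Zinc-free HEPES/NaCl buffer with 0.01% Triton X-100 at pH 7.4; reagent: DEVD-pNA substrate; doses: one concentration, 8.5 µM nominal, 0.8% DMSO; times: 1 h preincubation plus 2 h reaction at 25 °C; signal: Epi-absorbance at 405 nm of released p-nitroaniline, 0 and 120 min; replicates: singlicate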
RPL19A-GFP yeast – RPL19A-GFP expression modulators in yeast, primary screen, cell-based, S. cerevisiae, multiplex flow cytometry, MLPCN; S. cerevisiae RPL19A-GFP strain, 3 h; stronger effect = lower value; percent response vs DMSO, % at 10 µM; actives 0.3% (n = 330,000);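 active = percent response vs DMSO below 50%; inconclusive = fewer than 70 events counted for the yeast strain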;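 also: median channel GFP fluorescence of the barcoded RPL19A-GFP strain; ratio of sample median GFP to plate DMSO average so 100% = DMSO; lower means less RPL19A-GFP as with rapamycin TOR inhibition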
CIT2 TOR yeast – modulators of CIT2-GFP expression in yeast, primary screen, S. cerevisiae, GFP fusion, multiplex flow cytometry, MLPCN library | S. cerevisiae CIT2-GFP strain, 3 h; 100 means same as DMSO wells | GFP response vs DMSO, % at 10 µM | actives 0.065% (n = 320,000) | AID 2029, 2009;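 active = GFP response relative to DMSO above a set limit, near the screen mean plus 3 SD, cut at about 150% in these data; inconclusive = Fewer than 70 cells measured for a yeast strain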;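 also: ratio of well median GFP fluorescence to mean of DMSO wells on the plate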
LAP4-GFP MLPCN – modulators of LAP4-GFP expression in yeast, primary screen, S. cerevisiae, multiplex flow cytometry, MLPCN library | 3 h; median GFP as percent of DMSO wells | GFP response vs DMSO, % at 10 µM | actives 0.34% (n = 320,000);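 active = GFP response vs DMSO above a set limit, about the screen mean plus 3 SD, cut at about 150% in these data; inconclusive = under 70 cell events counted for the yeast strain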
An asterisk follows results filed as active; ? = inconclusive; . = no result given; [ ] = dose if it differs, or a comment.

SMILES	MEP2-GFP yeast	AGP1-GFP MLPCN	proCasp7 act	AHR activator	procasp3 activ	RPL19A-GFP yeast	CIT2 TOR yeast	LAP4-GFP MLPCN
CCOC(=O)N1CCN(C(=O)c2ccc3c(c2)NC(=O)/C(=C\c2ccc(OC)c(OC)c2)S3)CC1	97	99	7	1	2	101	100	95
CSc1nccn1C(=O)c1ccccc1[N+](=O)[O-]	102	106	-6	3	2	105	104	99
COc1ccc(S(=O)(=O)N2CCCC2C(=O)NCc2cccs2)cc1 (configuration not stated)	110	98	-3	-1	9	96	93	99
O=C(COC(=O)Cn1nnc2ccccc21)NC1CCCC1	98	100	-1	0	-3	100	100	99
CC(C)(C)C(=O)N1CCN(c2nc3ccc(Cl)cc3s2)CC1	127	92	0	-4	-9	103	92	127
Cc1cccc(NC(=S)NC2CC3CCCC(C2)N3Cc2cccs2)c1 (configuration not stated)	101	101	1	-5	-2	97	100	103
CC(C)(C)c1csc(NC(=O)Nc2ccccc2)n1	94	94	0	25	1	98	82	110
COc1ccc(N(C)C(=O)C2CCCN2S(=O)(=O)c2cccc3nsnc23)cc1 (configuration not stated)	108	106	-3	0	6	104	106	99
Fc1ccccc1Cn1nnc2c(NCc3ccccn3)ncnc21	111	100	8	2	20	101	107	101
COc1cc2nc(N3CCN(C(=O)OCc4ccccc4)[C@H](C(=O)NC(C)(C)C)C3)nc(N)c2cc1OC	102	99	-3	-2	3	96	95	129
O=S(=O)(NCc1ccccc1F)c1cccc(S(=O)(=O)N2CCOCC2)c1	100	94	-4	-1	1	91	.	89
Nc1ccc(Nc2nc(-c3cc4ccccc4oc3=O)cs2)cc1	106	93	-16	-8	-10	103	104	100
O=C(CCc1nc2ccccc2s1)N1CCN(c2ccccc2)CC1	?	83	6	3	-1	108	105	97
CC(=O)c1cccc(NCC(=O)N2CCN(S(=O)(=O)c3ccccc3)CC2)c1	100	98	6	2	1	94	96	98
Cc1cc(C)cc(NC(=O)C2C3C=CC4(O3)C2C(=O)N(CCCN(C)C)C4C(=O)NC2CCCC(C)C2C)c1 (configuration not stated)	93[may fluoresce red]	95[may fluoresce red]	2	0	4	?	96[may fluoresce red]	83[may fluoresce red]
CCC(C)(C)n1nnnc1C(c1cc2ccc(OC)cc2[nH]c1=O)N1CCc2ccccc21 (configuration not stated)	111	118	2	8	6	106	98	108
NC(=O)c1ccc(NC(=O)COC(=O)CC23CC4CC(CC(Br)(C4)C2)C3)cc1	107	105	0	0	-3	101	99	100
CC1(C)Cc2ccccc2-c2nc(NCCCO)[nH]c(=O)c21	103	102	2	1	4	96	93	105
Cc1nc2ccccc2c(=O)n1NC(=O)c1cccc([N+](=O)[O-])c1	100	102	4	1	0	104	102	107
O=C(CCCOc1ccc(Cl)cc1Cl)n1nnc2ccccc21	95	97	11	-1	0	99	96	111
Cc1ccc2c(C)c(C(=O)N(Cc3ccncc3)CC3CCCO3)oc2c1C (configuration not stated)	98	91	-7	42	1	101	101	87
COc1ccc(N2CCN(C(=O)[C@H](Cc3c[nH]c4ccccc34)NC(C)=O)CC2)cc1	99	104	-2	0	-6	97	95	108
COc1ccc(-c2sc3ccc(OC)cc3c2-c2ccc(O)cc2)cc1	82	81	-7	65*	2	87	78	93
N#Cc1ccc(NC(=S)Nc2ccccc2)cc1	97	102	-1	3	1	103	93	105
O=C(COc1ccccc1Cl)N1CCN(c2ccc([N+](=O)[O-])c(N3CCOCC3)c2)CC1	105	110	-5	-1	-7	99	101	104
CCCN(CCC)CCCNS(=O)(=O)c1cc(Br)cc2c1N(C(C)=O)CC2	99	108	10	3	-4	98	100	96
COc1ccc(C(=O)Nc2c(N)nc(SCC(=O)c3ccccc3)[nH]c2=O)cc1	102	113	2	1	-2	110	119	109
Cc1cc(=O)nc2c3ccccc3n(C(C)C(=O)NCCC(C)C)n12 (configuration not stated)	98	98	-2	5	0	104	92	102
CCn1c(N2CCN(CC(=O)c3c(C)n(C)c4ccccc34)CC2)nc2c1c(=O)[nH]c(=O)n2C	89	87	2	-2	-5	86	96	86
O=C(CSc1nnc(NC(=O)C2CC2)s1)Nc1cccc(F)c1	96	99	3	4	-9	93	100	87
CC(C)(C)OC(=O)C[C@H]1C/C=C\C[C@H](CC(=O)N(CCO)Cc2ccccc2)C(=O)NCCOC1=O	99	108	7	-2	4	108	102	110
O=C(OC1CCOC1=O)C1CCN(S(=O)(=O)c2ccc(Cl)c(C(F)(F)F)c2)CC1 (configuration not stated)	90	98	2	-2	2	93	90	96
CC1CCN(C(=O)c2ccc(N3C(=O)C4CCC(C)CC4C3=O)cc2)CC1 (configuration not stated)	101	100	10	-1	0	101	101	110
COc1cc(-c2nc(-c3ccccc3)c(-c3cccs3)[nH]2)cc(OC)c1O	110	101	-1	5	-1	105	100	116
CC(C)N=C(NC#N)SCC(=O)NC(C)(C)C	105	105	6	3	-5	100	106	98
COCCN(CC(=O)Nc1cccc(C)c1C)C(=O)Cc1cccs1	102	104	3	5	-7	101	97	109
O=C(Cc1cccc2ccccc12)Nc1ccc2c(c1)C(=O)NC2=O	107	106	14	-3	-1	104	105	98
CC(=O)c1ccccc1NC(=O)COC(=O)/C=C/c1ccc(OC(F)F)cc1	101	107	3	4	-5	99	93	104
Cc1cccnc1NC(=S)Nc1ccc(Br)cc1Cl	101	94	-12	19	-5	98	97	114
CC(C(=O)Nc1ncc2c(n1)CC(C)(C)CC2=O)N1C(=O)c2ccccc2C1=O (configuration not stated)	100	105	3	0	5	100	104	100
COc1ccc(Br)cc1C(C[N+](=O)[O-])c1c(N)n(C)c(=O)n(C)c1=O (configuration not stated)	93	110	-8	0	-2	102	103	116
CCN(CC)S(=O)(=O)c1cccc(-c2nc3n(n2)Cc2ccccc2-3)c1	107	105	-7	19	3	98	101	87
O=C(CCNC(=O)c1ccc(Br)o1)NC1CCCC1	100	102	-3	-1	-11	.	106	97
Cc1ccccc1OCCCC(=O)Nc1ccccc1C(F)(F)F	105	102	6	6	-6	102	95	107
O=C(Nc1ccccc1C(=O)O)c1cccc(NC(=O)c2ccccc2Br)c1	107	98	-9	-3	0	98	99	95

Looked up one by one from above:
SMILES	MEP2-GFP yeast	AGP1-GFP MLPCN	proCasp7 act	AHR activator	procasp3 activ	RPL19A-GFP yeast	CIT2 TOR yeast	LAP4-GFP MLPCN
CC(C)(C)OC(=O)C[C@H]1C/C=C\C[C@H](CC(=O)N(CCO)Cc2ccccc2)C(=O)NCCOC1=O	99	108	7	-2	4	108	102	110
CC1CCN(C(=O)c2ccc(N3C(=O)C4CCC(C)CC4C3=O)cc2)CC1 (configuration not stated)	101	100	10	-1	0	101	101	110
Cc1cccnc1NC(=S)Nc1ccc(Br)cc1Cl	101	94	-12	19	-5	98	97	114
O=C(OC1CCOC1=O)C1CCN(S(=O)(=O)c2ccc(Cl)c(C(F)(F)F)c2)CC1 (configuration not stated)	90	98	2	-2	2	93	90	96
O=C(Cc1cccc2ccccc12)Nc1ccc2c(c1)C(=O)NC2=O	107	106	14	-3	-1	104	105	98
CC(C)N=C(NC#N)SCC(=O)NC(C)(C)C	105	105	6	3	-5	100	106	98

The list goes on:
SMILES	MEP2-GFP yeast	AGP1-GFP MLPCN	proCasp7 act	AHR activator	procasp3 activ	RPL19A-GFP yeast	CIT2 TOR yeast	LAP4-GFP MLPCN
O=C(N/N=C/c1ccccc1Br)c1ccc(CSc2cccc3cccnc23)cc1	98	97	-4	5	3	99	97	98
O=S(=O)(Nc1ccc(Cc2ccncc2)cc1)c1ccc(Cl)s1	92	86	8	7	4	96	89	83
CCn1nnc(NC(=O)COc2ccc(C3CCCCC3)cc2)n1	97	95	12	2	2	91	97	97
FC(F)(F)c1nc(-c2ccccc2)ncc1-c1nnnn1-c1ccccc1	96	98	2	-3	3	97	100	101
O=C(Cc1ccccc1)Nn1c(-c2ccccc2)nc2ccccc2c1=O	101	97	-7	7	-2	99	108	96
COC(CNS(=O)(=O)c1ccc(Cl)cc1)c1ccccc1 (configuration not stated)	103	98	5	4	-3	100	104	90
COc1ccc(C(CNC(=O)C(=O)NC2CCCCC2)N2CCN(C)CC2)cc1 (configuration not stated)	90	103	18	5	4	91	96	106
Cc1cccc(OCCNC(=S)NC(=O)c2cncc(Br)c2)c1	104	101	-5	6	2	103	102	99
COc1ccc(OCC(=O)OCC(=O)NC2CCCC2)cc1	103	102	-1	1	1	99	108	85
Clc1ccc(CSc2nnc(-c3c[nH]c4ccccc34)o2)cc1	99	96	4	-2	0	96	98	88
CCOc1cccc2cc(C(N)=O)c(=NCc3ccccc3)oc12	101	97	-1	6	3	99	98	94
Cc1c(CC(=O)O)c(=O)oc2cc(OCc3nn[nH]n3)ccc12	98	107	10	0	-2	97	100	100
COc1ccc(OC)c2c1CC(C)(C)NC2=O	107	106	7	0	5	102	104	101
COc1cccc(Cn2nnc3c(=O)[nH]c(C4CCCN(C(=O)c5ccccc5Cl)C4)nc32)c1 (configuration not stated)	92	.	9	0	3	90	86	92
O=C(NCCSc1c[nH]c2ccccc12)c1ccc(Br)o1	100	99	7	-1	1	99	99	101
O=C(Nc1cnn(Cc2ccc(Cl)cc2Cl)c1)c1cc(-c2cccs2)on1	109	106	14	5	1	104	100	102

Some values from above:
Clc1ccc(CSc2nnc(-c3c[nH]c4ccccc34)o2)cc1 – LAP4-GFP MLPCN: 88
O=C(Nc1cnn(Cc2ccc(Cl)cc2Cl)c1)c1cc(-c2cccs2)on1 – LAP4-GFP MLPCN: 102
